Source: PubChem BioAssay (National Center for Advancing Translational Sciences (NCATS))
ATXN viability = cell viability loss in ATXN counter-screen. Potency, µM (series often up to 56.7 µM), actives largely listed as cytotoxic. AID 651635. 400,000 tested, 0.49% active. S2 cells (HEK-293 line with an ATXN2-luciferase reporter) viability, CellTiter-Fluor protease fluorescence, 24 h; further: nearly all actives have a fitted effect of over 40% in size
Nrf2 block = blocks Nrf2 signaling. A549 ARE-Fluc reporter, luciferase luminescence, 18-24 h. 360,000 tested, 2.1% active. Potency, µM (top dose mostly 46 µM), without a hit: at the top dose activity change, negative = inhibition, actives largely listed as inhibitors; further: on the % scale 0 is the no-effect control and ±100 the full control effect; nearly all actives have a fitted effect of over 60% in size
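A549 ARE_Fluc cells (5000/well, 5% FBS OPTI-MEM) pre-incubated 2 h, then treated with compounds 18-24 h at 37C/5% CO2 in concentration-response. CellTiter-Fluor viability read first; BugLite luciferase luminescence after 15 min at room temperature gives Nrf2 activity.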
EPAC2 antagonist = blocks human EPAC2 exchange factor; Q8WZA2; EPAC2 GEF exchange of Rap1B-BODIPY-GDP, fluorescence; Potency, µM (top dose mostly 114 µM), inactives show at the top dose activity, negative = inhibition, most hits filed as inhibitors; 360,000 tested, 0.18% active; AID 720708; further: on the % scale 0 is the no-effect control and ±100 the full control effect; nearly all actives have a fitted effect of over 45% in size; many of its hits are not listed in these tables
Target sequence (Q8WZA2 whole entry, looked up): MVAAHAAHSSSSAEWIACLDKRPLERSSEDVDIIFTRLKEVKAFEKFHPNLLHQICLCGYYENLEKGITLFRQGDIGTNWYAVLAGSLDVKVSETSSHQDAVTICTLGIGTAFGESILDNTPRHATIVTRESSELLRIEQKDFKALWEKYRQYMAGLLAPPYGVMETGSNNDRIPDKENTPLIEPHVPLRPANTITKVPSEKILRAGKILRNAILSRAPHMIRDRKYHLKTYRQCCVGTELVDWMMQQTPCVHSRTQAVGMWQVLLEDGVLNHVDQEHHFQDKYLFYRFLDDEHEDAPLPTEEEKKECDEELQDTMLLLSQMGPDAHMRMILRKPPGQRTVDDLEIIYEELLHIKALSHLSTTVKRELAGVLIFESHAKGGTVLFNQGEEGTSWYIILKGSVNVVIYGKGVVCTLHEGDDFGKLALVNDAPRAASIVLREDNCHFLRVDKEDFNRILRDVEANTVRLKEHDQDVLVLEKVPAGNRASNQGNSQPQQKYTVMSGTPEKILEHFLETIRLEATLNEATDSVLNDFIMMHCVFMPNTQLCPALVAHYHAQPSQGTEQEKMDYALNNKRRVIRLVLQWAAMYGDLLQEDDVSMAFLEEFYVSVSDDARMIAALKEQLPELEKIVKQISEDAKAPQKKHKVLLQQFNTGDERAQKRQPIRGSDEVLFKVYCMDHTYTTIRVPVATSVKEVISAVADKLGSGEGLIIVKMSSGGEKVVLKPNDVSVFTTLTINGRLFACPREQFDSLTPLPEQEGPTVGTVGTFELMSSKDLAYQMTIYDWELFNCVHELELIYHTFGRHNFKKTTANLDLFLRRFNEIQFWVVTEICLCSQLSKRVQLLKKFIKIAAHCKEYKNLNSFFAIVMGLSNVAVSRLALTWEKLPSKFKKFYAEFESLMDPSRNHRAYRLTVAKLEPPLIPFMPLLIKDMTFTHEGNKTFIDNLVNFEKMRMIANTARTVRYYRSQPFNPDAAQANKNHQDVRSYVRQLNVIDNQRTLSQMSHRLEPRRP
TGFb SMAD3 inh = blocks TGF-b signaling | HepG2 CAGA-GFP TGF-b/SMAD3 reporter, GFP fluorescence, 18 h; TGF-beta stimulated, 500 pg/mL final | Potency, µM (highest dose often 46.1 µM), inactives show top-dose activity, negative = inhibition, actives largely listed as inhibitors | 410,000 tested, 1.2% active; further: on the % scale 0 is the no-effect control and ±100 the full control effect; nearly all actives have a fitted effect of over 65% in size
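HEPG2 CAGA-GFP reporter cells (1000/well, DMEM with 1% FBS) received compounds, then recombinant TGF-beta at 500 pg/mL final for 18 hours at 37 degrees C. Per-cell GFP summed per well was normalised to unstimulated and stimulated DMSO controls before curve fitting.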
MCF10A rereplic = induces DNA re-replication in MCF 10a normal breast cells | 350,000 tested, 2.9% active | Potency, µM (doses to about 46.1 µM), for the others: at the highest dose activity, positive = re-replication, hits mostly activators | MCF 10A DNA re-replication, Hoechst nuclear intensity, 48 h; further: % of control where 0% means no effect; nearly all actives have a fitted effect of over 50% in size
ATXN2 expr inh = reduces ATXN2 reporter expression in HEK-293 cells; HEK-293 ATXN2-luciferase reporter, luminescence, 24 h; Potency, µM (titrated, usually from 57 µM), inactives show at the highest dose activity change, negative = inhibition, actives largely listed as inhibitors; AID 1745845; 360,000 tested, 0.72% active; further: on the % scale 0 is the no-effect control and ±100 the full control effect; nearly all actives have a fitted effect of over 55% in size
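ATXN2-luciferase reporter cells (luciferase flanked by upstream and downstream ATXN2 gene portions) were treated 24 h at 37 °C with compounds at up to 57 uM. SteadyGlo luminescence gave expression; GF-AFC fluorescence gave viability.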
Nrf2 activator = activators of Nrf2 (ARE) signaling. Potency, µM (series often up to 46.1 µM), for the others: at the top dose activation, most hits filed as activators. AREc32 ARE-luciferase reporter (MCF7-derived line), luminescence, 24 h. 410,000 tested, 0.31% active; further: % of control where 0% means no effect; nearly all actives have a fitted effect of over 65% in size
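ARE activation measured as luciferase luminescence (Steady-Glo, 30 min RT) in AREc32_Fluc cells after 24 hr compound exposure at 37 deg C, 5% CO2; cells seeded overnight at 1000/well in OPTI-MEM, 5% FBS.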
HepG2 tox = kills HepG2 cells in TGF-b inhibitor counter-screen; HepG2 CAGA-GFP viability, ATP luminescence, 18 h; Potency, µM (titrated, usually from 46.1 µM), for inactives: at the highest dose activity change, negative = cytotoxicity, actives largely listed as cytotoxic; 410,000 tested, 0.76% active; AID 588856; further: some results filed as inactive show a strong effect at the top dose
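CellTiter-Glo luminescence gave cytotoxicity after 18 hours at 37 degrees C. The cells were HepG2 CAGA-GFP in 1% FBS DMEM, stimulated with 500 pg/mL TGF-beta after compound addition. %Activity was normalised to no-cell wells (complete cell-killing) and DMSO (no toxicity), and curves were fitted and classified.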
A549 tox = A549 cytotoxicity, counter-screen for Nrf2 inhibitors | A549 ARE-Fluc cells, CellTiter-Fluor viability, 18-24 h | AID 504648 | Potency, µM (series often up to 46 µM), inactives show at the highest dose activity change, negative = cytotoxicity, hits mostly inhibitors | 390,000 tested, 0.16% active; further: on the % scale 0 is the no-effect control and ±100 the full control effect
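A549 ARE-Fluc cells in 5% FBS OPTI-MEM, 5000 cells/well, rested 2 h then exposed to compounds in concentration-response for 18-24 h at 37 °C. Viability by CellTiter-Fluor fluorescence (Ex 405/Em 525) after 30 min; luciferase luminescence (BugLite, 15 min, RT) read afterwards.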
* hit, by the source's call; i = inactive; ? = inconclusive; / = not tested or not shown; & = joins results of further samples; [ ] = another dose, or the depositor's remark. The call rests on the fitted dose curve; in most records, active means well fitted curve in the direction sought with a large enough effect; inconclusive means small, poorly fitted or top-dose-only effect, or another doubt; inactive means no such curve, though single readings can be large; an effect the other way counts as inactive or inconclusive. Potency means the concentration at half of the fitted maximal effect. Not all compounds are listed, so the mix of outcomes need not match the whole.

SMILES	ATXN viability	Nrf2 block	EPAC2 antagonist	TGFb SMAD3 inh	MCF10A rereplic	ATXN2 expr inh	Nrf2 activator	HepG2 tox	A549 tox
COc1cccc(CN2C(=O)CCC2(C)C(=O)NCCc2ccc(OC)c(OC)c2)c1 (centres undefined)	i	0%	0%	3%	4%	-10%	0.2%	0%	-1%
CC(=O)c1ccc(NC(=O)Nc2ccc3snnc3c2)cc1	i	?	/	-20%	/	?	13%	-44%	3%
O=C(Nc1ccccc1Cl)N1CCN(Cc2ccc3c(c2)OCO3)CC1	i	-7%	3%	-1%	1%	-32%	-0.6%	-4%	12%
Cn1nc(C(=O)OCC(=O)NC2CCS(=O)(=O)C2)c2ccccc2c1=O (centres undefined)	i	-1%	1%	-1%	-1%	7%	0.3%	0%	8%
Cc1cc(C)cc(N(CC(=O)NC2CCCC2)S(=O)(=O)c2c(C)[nH]c(=O)[nH]c2=O)c1	i	-3%	10%	-3%	-2%	/	-0.5%	1%	0%
COC(=O)c1sc2ccc(C)cc2c1C(=O)OC	i	3%	-5%	-7%	-2%	-9%	2.4%	-34%	1%
COc1cccc(NC(=S)N(Cc2ccc(Cl)cc2)Cc2ccc(C(=O)O)cc2)c1	i	-8%	6%	-13%	-3%	-32%	4.0%	-37%	2%
CN(CC(=O)Nc1ccc(F)c(F)c1F)C(=O)c1ccc(=O)[nH]c1	i	3%	7%	4%	-1%	3%	-0.4%	11%	-1%
CN(CCc1ccccn1)C(=O)CCC1CCCN(C(=O)c2cscn2)C1 (centres undefined)	i	29%	3%	8%	2%	/	0.5%	4%	12%
c1ccc(Cn2cc(-c3ccccc3)cn2)cc1	i	?	-19%	-16%	4%	20%	0.9%	-4%	9%
CCOc1ccccc1NC(=O)N1CCC(C(=O)c2ccc(F)cc2)CC1	i	19%	10%	-10%	?	-7%	2.1%	7%	1%
COc1ccc(C(CNC(=O)c2ccc(OCC3CCCO3)cc2)N2CCOCC2)cc1 (centres undefined)	i	-12%	2%	-9%	8%	1%	-0.2%	-5%	-9%
O=C(/C=C/c1ccccc1)Nc1cccnc1Cl	i	?	11%	0%	0%	51%[activator]	19%	11%	-2%
COc1cccc(C(C)(O)c2nc(/C=C/c3ccccc3)cs2)c1 (centres undefined)	i	/	8%	14µM*	/	-2%	-0.3%	-24%	/
CC(=O)c1ccc(NC(=O)Oc2ccccc2)cc1	i	/	13%	-3%	-13%	35%	0.6%	5%	-4%
CN1C(=O)C2(c3ccccc31)N(c1cccc(C(F)(F)F)c1)C(=O)CS2(=O)=O (centres undefined)	i	23%	/	14%	/	4%	-0.1%	-9%	1%
CCc1ccccc1NC(=O)CCc1c(C)nc(SC)nc1C	i	21%	-15%	7%	7%	3%	3.7%	-6%	22%
Cc1nc2ccccc2c(=O)n1NC(=O)c1cc(Br)ccc1Cl	i	-12%	-7%	-15%	-1%	5%	?	-13%	0%
COCCNC(=O)CC(=O)N/N=C/c1cccc(C(=O)OC)c1	i	2%	11%	-6%	-2%	/	-0.8%	8%	2%
Cc1ccc(NS(=O)(=O)c2cc(Br)cnc2N)cc1C	i	-8%	-30%	?	28%	3%	1.0%	-19%	4%
Cc1ccc(C)c(Cn2c(=O)n(CCCC(=O)NCc3ccco3)c(=O)c3sccc32)c1	i	-27%	16%	-24%	13µM*	?	0.0%	-26%	-12%
COc1ccc(OC)c(S(=O)(=O)NCc2nc3nc(C)cc(C)n3n2)c1	i	11%	1%	17%	-2%	10%	-0.2%	2%	2%
Cc1ccc(Cl)cc1NS(=O)(=O)c1ccc(-n2cccn2)cc1	i	7%	-5%	1%	4%	-7%	0.1%	-2%	?
c1ccc([C@H]2CN3CCSC3=N2)cc1	i	8%	-2%	8%	-6%	8%&-7%&10%	-0.6%	0%	1%
Cc1ccc(-c2cc(C(=O)N3CCN(c4ccccc4)CC3)c3ccccc3n2)cc1C	/	/	/	?	/	/	4.8%	-27%	2%

Next structures.
SMILES	ATXN viability	Nrf2 block	EPAC2 antagonist	TGFb SMAD3 inh	MCF10A rereplic	ATXN2 expr inh	Nrf2 activator	HepG2 tox	A549 tox
O=C(NCc1ccc2c(c1)OCO2)c1ccc(-n2cnnn2)cc1	i	-19%	-5%	8%	1%	-9%	0.4%	1%	-1%
CC1(C)CC(=O)C=C(c2cccc3c2sc2ccccc23)C1	i	-27%	-3%	-15%	-9%	21%	-0.5%	-20%	0%
O=C(Nc1cccc2cccnc12)c1ccc(Cl)cc1Cl	i	?	11%	-1%	-1%	26%	21%	-7%	2%
Cc1ccc(-n2c(C)cc(C(=O)CN3C(=O)C(=O)N(C4CCCC4)C3=O)c2C)cc1	i	?	-13%	-20%	26%	-19%	0.0%	0%	-6%
COc1cc(NC(=O)CCc2c(C)nc3nc(-c4cc(OC)cc(OC)c4)nn3c2C)cc(OC)c1	i	-4%	/	-21%	/	-8%	-0.4%	-14%	18%
O=C1CCCc2ccc3ccccc3c21	i	-8%	10%	16%	-2%	6%	0.3%	1%	0%
O=C(O)c1cccc(-n2cccc2C=C2C(=O)c3ccccc3C2=O)c1	i	20%	-4%	4%	?	-6%[11.3 µM]	0.7%	3%	4%
Cc1cc(C)cc(CC2CC(=O)N(c3cc(C)on3)C2=O)c1 (centres undefined)	i	17%	5%	-22%	0%	6%	-0.8%	-12%	-6%
CC(C)Oc1ccc(C(=O)OCC(=O)NC(=O)NC2CCCC2)cc1	i	5%	-4%	-3%	-1%	-1%	-0.8%	-3%	-2%
O=C(CCS(=O)(=O)Cc1ccccc1)Nc1ncc([N+](=O)[O-])s1	i	?	11%	0%	?	26%	13µM*	-15%	-10%
COc1ccccc1NC(=O)COc1ccc(C(F)(F)F)cc1[N+](=O)[O-]	i	-10%	-6%	-4%	-31%[inhibitor]	13%	0.3%	-25%	15%
c1ccc(COc2ncnc3c2ncn3CCCNCCN2CCOCC2)cc1	i	9%	-19%	35%[activator]	-8%	5%	0.3%	0%	12%
CCCCn1c(Cc2ccccc2)n[nH]c1=S	i	-6%	2%[57.1 µM]	-5%	10%	4%	0.2%	0%	5%
CCC(C)n1c(SCc2ccccc2)nc2ccsc2c1=O (centres undefined)	i	-4%	-9%	?	?	-14%	2.2%	-8%	4%
COC(=O)[C@@H](NC(=O)NC1CCCCC1C)C(C)C (some centres undefined)	i	?	4%	-9%	2%	1%	-1.0%	4%	1%
CC1(C)Cc2ccccc2-c2nc(NCCO)n(-c3ccccc3)c(=O)c21	i	/	1%	7%	-1%	-18%	-0.9%	4%	-6%
CCOC(=O)C1CCN(C(=O)CN(c2ccc3c(c2)OCO3)S(C)(=O)=O)CC1	i	-5%	5%	-1%	4%	8%	-0.5%	-3%	0%
COc1ccc(C(=O)NNC(=O)c2ccc(C(C)(C)C)cc2)cc1	i	16%	0%	1%	2%	3%	-0.7%	-6%	-2%
COc1cc(OC)c(OC)cc1CN1CCN(S(=O)(=O)c2ccc(NC(C)=O)cc2)CC1	i	18%	-13%	5%	23%	19%	-0.2%	10%	1%
CCOc1ccc(C(=O)OCC(=O)Nc2nc(OC)cc(OC)n2)cc1OCC	i	-13%	3%	9%	0%	5%	0.0%	0%	-1%
O=C(Nc1ccc2[nH]c(=O)[nH]c2c1)Nc1ccc(F)cc1F	i	0%	-9%	-5%	12%	/	-0.5%	-16%	-12%
Cc1ccc(NC(=O)c2ccc(=O)[nH]c2)cc1S(=O)(=O)N1CCCCCC1	?	-17%	0%	?	12%	-5%	3.3%	-30%	2%
O=C(CNC(=O)C1CCCCC1)OCC(=O)c1cccc(Cl)c1	i	1%&3%	2%	-4%&1%	3%	/	-1.2%	-4%&-14%	-8%&-1%
CCC1CCCCN1Cc1nc2c(c(=O)n(C)c(=O)n2C)n1CC(C)C (centres undefined)	i	-2%	24%	17%	9%	-6%	-1.1%	-3%	5%
N=c1c(C(=O)NCC2CCCO2)cc2c(=O)n3ccccc3nc2n1C1CCCC1 (centres undefined)	/	8%	-3%	4%	5.2µM*	-5%	-0.2%	0%	?

Next section.
SMILES	ATXN viability	Nrf2 block	EPAC2 antagonist	TGFb SMAD3 inh	MCF10A rereplic	ATXN2 expr inh	Nrf2 activator	HepG2 tox	A549 tox
CCOC(=O)CSc1nc2ccc(N)cc2s1	i	1%	2%	0%	-5%	-13%	0.5%	11%	-3%
O=C(CCn1c(SCC(=O)c2ccccc2)nc2ccccc2c1=O)NCc1ccc(F)cc1	i	0%	-10%[57.1 µM]	-10%	1%	-11%	-0.2%	0%	8%
O=C(Cc1cccc(F)c1F)NC1CCCN(Cc2ccc(Cl)cc2)C1 (centres undefined)	i	-16%	-9%	-3%	-4%	-2%	0.0%	-11%	-4%
CCOC(=O)c1cc(C(=O)c2cc(Cl)ccc2O)coc1=N	/	-4%	-5%	-4%	7%	-31%	0.8%	2%	-7%
O=C(CCCn1c(=O)c2ccccc2n(CC(=O)Nc2ccc(F)cc2F)c1=O)NCc1ccccc1Cl	i	?	/	-50%	/	-10%	0.2%	-4%	-10%
CCN(CC)S(=O)(=O)c1ccc2oc(C(=O)O)c(C)c2c1	i	/	-1%	2%	-1%	4%	-0.6%	-2%	2%
CCNC(=O)C1(C)CCN1CCS(=O)(=O)c1ccc(C)cc1 (centres undefined)	i	/	21%	1%	/	-2%	-0.8%	3%	/
O=C(Nc1ccon1)c1nc[nH]c1C(=O)NCc1ccccc1	i	?	15%	-5%	?	?	2.8%	-15%	0%
COc1ccc(C(=O)CSc2cc(C)[nH]c(=O)n2)cc1	i	?	-9%	-14%	-1%	/	2.9%	-4%	?

An excerpt from above in order of number of heavy atoms, descending:
SMILES	ATXN viability	Nrf2 block	EPAC2 antagonist	TGFb SMAD3 inh	MCF10A rereplic	ATXN2 expr inh	Nrf2 activator	HepG2 tox	A549 tox
O=C(CCCn1c(=O)c2ccccc2n(CC(=O)Nc2ccc(F)cc2F)c1=O)NCc1ccccc1Cl	i	?	/	-50%	/	-10%	0.2%	-4%	-10%
CCOC(=O)c1cc(C(=O)c2cc(Cl)ccc2O)coc1=N	/	-4%	-5%	-4%	7%	-31%	0.8%	2%	-7%
CCOC(=O)CSc1nc2ccc(N)cc2s1	i	1%	2%	0%	-5%	-13%	0.5%	11%	-3%
